From PubChem BioAssay
H9c2 TAG inh: reduces triacylglycerol accumulation in H9c2 cells. Nile Red lipid (TAG) fluorescence; cells loaded with 200 µM oleic acid. inhibition, % at 12.5 µM. 0.66% of 230,000 active;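 active = pattern-corrected inhibition of lipid staining of at least 50% with the nuclear-stain viability signal not falling by more than 50%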;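 also: 0% = DMSO wells and 100% = triacsin C control wells; some results filed as inactive read as strong as hits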
H9c2 TAG inh DAPI viability: further read-out of H9c2 TAG inh, marked with its call; DAPI nuclei signal change (viability), lower = more cytotoxic, %;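 whole-well DAPI fluorescence read on a plate reader as a viability signal; minus 50 percent equals half of cells still viable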
* = called active by the depositor. These rows are one share of the data (hit frequency here may not be typical).

Compound	H9c2 TAG inh	H9c2 TAG inh DAPI viability
O=[N+]([O-])c1cc2c(cc1Br)CCN2	17	-6
Cc1nc(N2CCN(Cc3ccccc3)CC2)c(C#N)c2c1COC(C)(C)C2	6	-7
CCN1CCN(C(=S)c2ccc(OCC(=O)NCc3ccccc3)cc2)CC1	-14	-3
O=C(NC(=S)N1CCN(CCO)CC1)C12CC3CC(CC(C3)C1)C2	7	-6
O=C(Nc1cccc(C(=O)N2CCCCC2)c1)c1ccccc1	9	-14
O=C(N/N=C/c1ccccn1)c1cc(-c2cccc3ccccc23)n[nH]1	5	0
Cc1ccc(S(=O)(=O)N(C)C)cc1NC(=O)COC(=O)COc1ccc2c(C)cc(=O)oc2c1	5	-3
CC[n+]1c(/C=C/Nc2ccccc2)oc2ccc(OC)cc21	4	1
CC(C)C(=O)N1CCN(c2ccccc2NC(=S)NC(=O)c2cccs2)CC1	7	5
CCN(CC)S(=O)(=O)c1ccc(Cl)c(C(=O)NCc2ccco2)c1	2	6
Cc1cc(/C=N/NC(=O)c2ccc(O)cc2)c(C)n1CC(C)C	12	-10
O=C(CN1C(=O)NC(Cc2ccccc2)C1=O)Nc1ccc(OC(F)(F)F)cc1 (configuration not stated)	-24	5
Cc1ccc2nc(Cl)c(C3CC(c4ccco4)=NN3S(C)(=O)=O)cc2c1 (configuration not stated)	-5	13
COc1ccc(Cc2nnc(SCC(=O)Nc3c(C)cccc3C)[nH]c2=O)cc1	0	-3
Cc1cccc(C(=O)Nc2nnc(C3=COCCO3)o2)c1	9	-5
Cc1ccccc1NC(=S)NCc1ccccc1	3	2
O=C(OCC(=O)N1CCN(c2ccccc2)CC1)c1ccncc1	-3	2
COC(=O)c1ccc(NC(=O)C23CC4CC(C2)CC(n2cncn2)(C4)C3)cc1	5	0
CCOc1ccccc1-c1nc(-c2ccncc2)no1	31	-6
Cc1cc(C)c2c(c1)/C(=N\N=c1\sc3ccccc3n1C)C(=O)N2	39	-34
CCOC(=O)C1(c2ccccc2)SC(C(=O)OCC)(c2ccccc2)S1 (configuration not stated)	-7	-3
COc1cc(/C=C2/CC(C)OC2=O)c([N+](=O)[O-])cc1OC (configuration not stated)	-1	9
Cc1ccc2nc(-c3ccccn3)[nH]c2c1	91	-64
CCCNC(=S)N1CCC(Cc2ccccc2)CC1	0	-1
Cc1ccc(C2(c3noc(CN(C)CC4COCCO4)n3)CCCC2)cc1 (configuration not stated)	-13	1
O=C1CSC(c2cn(-c3ccccc3)nc2-c2cccs2)N1CC1CCCO1 (configuration not stated)	-6	-3
Cc1nc(N)sc1-c1nnc(SCC(=O)Nc2nccs2)n1C	14	0
COc1ccc(-c2cn(Cc3ccc(C(N)=O)cc3)c(CCN)n2)cc1	18	16
CC1CC(C)CN(C(=O)c2ccc(-c3ccc([N+](=O)[O-])cc3)o2)C1 (configuration not stated)	4	14
COc1ccccc1CNC(=O)C/C(C)=N/NC(=O)Cc1ccccc1	6	0
CC1(C)CC2(CC(c3ccccc3F)c3cc(Cl)c(O)cc3O2)NC(=S)N1 (configuration not stated)	-1	5
CC1(C)CC(=O)c2sc(NC(=O)c3ccc4ncsc4c3)nc2C1	4	-5
COCCNC(=O)C1(C)CCCN(C(=O)c2cccc3ccccc23)C1 (configuration not stated)	1	4
O=C(NCN1CCN(c2ccccn2)CC1)c1cnccn1	13	-9
CCOc1ccc(N(CC(=O)NC2CCCC(C)C2C)S(=O)(=O)c2c(C)noc2C)cc1 (configuration not stated)	-15	9
COc1ccc(S(=O)(=O)Nc2nnc(C(C)C)s2)cc1	3	12
Cc1ccc2oc(-c3ccc(NC(=O)c4ccc5c(c4)OCO5)cc3)nc2c1	-15	119
CN(C(=O)c1ccc(NC(=O)Cc2cccc(NC(=O)C3CCN(C(=O)C4CCCCC4)CC3)c2)cc1)C1CCCC1	2	3
C/C(=N/NS(=O)(=O)c1ccc(Cl)cc1)c1ccc2c(c1)OCO2	12	0
O=C(/C=C/c1ccc(S(=O)(=O)N2CCOCC2)cc1)OCC(=O)c1ccc([N+](=O)[O-])cc1	3	-1
C=CSc1sc(Cl)c(N2CCOCC2)c1[N+](=O)[O-]	-1	2
CC(=O)Nc1cccc(NC(=O)c2cccc(S(=O)(=O)N3CCN(Cc4ccccc4)CC3)c2)c1	-5	2
O=C(O)CNC(=O)C12CC3CC(CC(Cl)(C3)C1)C2	-2	0
CCOc1ccc(NC(=O)CCN2C(=O)C3CCCCC3C2=O)cc1OCC (configuration not stated)	4	4
CC(C)c1ccc(NC(=O)C2Cc3c(-c4ccco4)ccnc3O2)cc1 (configuration not stated)	3	6
CCCC(=O)Nc1cc(Cl)ccc1C	10	-14
Cc1ccc(S(=O)(=O)CCC(=O)OCCOc2cccc(Br)c2)cc1	5	-1
O=C(CSc1nccc(=O)[nH]1)Nc1ccc(N2CCOCC2)cc1	0	-2
O=C(N/N=C/c1cn(-c2ccccc2)nc1-c1ccc(F)cc1)c1ccc2c(c1)OCO2	33	-11
COc1ccc(S(=O)(=O)NCc2csc(C)n2)cc1	-4	3
Cc1ccccc1C(=O)N1CCC(C(=O)Nc2ccc3c(c2)OCO3)CC1	5	-7
CN1CCC(CNC(=O)Nc2ccccc2)(c2ccccc2)CC1	14	-15
Cc1nc(C(F)(F)F)ccc1C(=O)N1CCCC1(C)C(=O)NCC(C)C (configuration not stated)	7	-6
COc1ccc(NC(=O)N(C)C[C@H]2Oc3ccc(NC(=O)Nc4ccc(C(F)(F)F)cc4)cc3C(=O)N([C@H](C)CO)C[C@@H]2C)cc1	2	0
CC(C)/C=C/CN1CCC(Oc2ccc(C(=O)N3CCCC3)cc2)CC1	-2	5
COc1cc([N+](=O)[O-])ccc1NC(=O)NN1CCN(C)CC1	4	-1
COc1ccc(NC2c3ccccc3C(=O)N2Cc2ccc3c(c2)OCO3)cc1 (configuration not stated)	-45	13
COc1ccc2oc(C(=O)OCC(=O)NCC3CCCO3)c(C)c2c1 (configuration not stated)	6	3
CC(=O)NCCNc1nc2cc(-c3cccc(Cl)c3)sc2c(=O)n1C	8	-7
CC(C)(C)OC(=O)C[C@H]1C/C=C\C[C@@H](CC(=O)N(CCO)Cc2ccccc2)C(=O)N2CCC[C@@H]2COC1=O	0	-2

By substructure, those above containing bromine (2)
Compound	H9c2 TAG inh	H9c2 TAG inh DAPI viability
O=[N+]([O-])c1cc2c(cc1Br)CCN2	17	-6
Cc1ccc(S(=O)(=O)CCC(=O)OCCOc2cccc(Br)c2)cc1	5	-1

Continuation.
Compound	H9c2 TAG inh	H9c2 TAG inh DAPI viability
CCCn1c(=O)c(C(=O)N/N=C/c2ccccc2F)c(O)c2ccccc21	-21	8
CCOCC(=O)Nc1ncc(S(=O)(=O)c2ccc([N+](=O)[O-])cc2)s1	6	-6
Cc1ccc(C2(c3noc(CN(C)CCO)n3)CCCC2)cc1	-16	-8
COc1ccc(S(=O)(=O)N2CCC(C(=O)N(C)Cc3ccc(C)o3)CC2)cc1OC	-4	8
COc1ccc(S(=O)(=O)NCC(c2ccc(F)cc2)N2CCN(C)CC2)cc1 (configuration not stated)	10	-5
CCc1nc2c(OCCOC)cccn2c1N(C)C(=O)Nc1ccccc1OC	-1	-1
Cc1ccccc1-c1ncc(CN2CCC(CO)(CCCc3ccccc3)CC2)cn1	-9	28
O=C(Cc1ccc(Cl)cc1)Nc1ccncc1	-7	-14
COC(=O)C(Cc1ccccc1)NC(=O)CNC(=O)c1ccc(Br)o1 (configuration not stated)	14	4
O=C(O)CCNC(=O)/C(=C\C=C\c1ccccc1)NC(=O)c1ccccc1	-8	14
COc1ccc(C(CNC(=O)C(C)(C)Oc2ccc(Cl)cc2)N2CCOCC2)cc1 (configuration not stated)	10	7
O=C(NCc1ccc(F)cc1)C1CCCN1S(=O)(=O)c1ccc(F)cc1 (configuration not stated)	-10	-3
O=C(Nc1ccccc1)c1ccccc1Br	-2	0
Cn1c(=O)c2c(ncn2CC(=O)OCC(=O)Nc2cccc(C#N)c2)n(C)c1=O	13	5
O=C(Nc1nc(-c2ccccn2)cs1)c1ccc(F)c(S(=O)(=O)N2CCOCC2)c1	-4	-18
Cc1ccc(/C=N/Nc2ccc3ccccc3n2)o1	10	25
C=CCc1ccccc1OCC(=O)OCCNC(=O)c1cccnc1	-15	5
O=C(Nc1ccc(F)cc1)c1ccc(CSc2ccc(Cl)cc2)o1	-6	-4
COc1ccc(C2CC(c3cccs3)=NN2S(=O)(=O)c2ccc(C)cc2)cc1 (configuration not stated)	-10	-4
COc1ccc([N+](=O)[O-])cc1N(CC(=O)Nc1ccccc1C(=O)N1CCOCC1)S(C)(=O)=O	14	0
COc1c[nH]n(-c2ccccc2)c(=O)c1=O	-2	5
C[C@@H]1CN([C@@H](C)CO)C(=O)CCCn2nncc2CO[C@@H]1CN(C)C(=O)Cc1ccccc1	12	9
CC1(C(=O)Nc2cnc3ccccc3c2)CCN1Cc1ccccc1OC(F)F (configuration not stated)	-5	-7
C=CCC[C@H](Cc1ccc(F)cc1)C(=O)O[C@H](CNC(=O)[C@@H](CC=C)CC(=O)N(CCO)Cc1ccccc1)c1ccccc1	11	3
COC1OC2COC(c3ccccc3)OC2C(=O)C1NC(=O)c1ccccc1 (configuration not stated)	4	8
CC(C)(C)C(=O)N1NC(=Nc2ccccc2)SC1(C)C	-15	4
CC(C)C(=O)NNC(=O)CC(=O)Nc1ccccc1C(=O)O	-13	9
CNC(=O)c1c(NC(=O)CCS(=O)(=O)c2ccc(C)cc2)sc(C)c1C	3	8
CCCCN(C(=O)c1ccco1)c1c(N)n(CCC)c(=O)[nH]c1=O	6	-2
CC[C@]1(C(=O)OC)[C@H]2C(=O)N(C)C(=O)[C@H]2[C@H]2CN=C(SC)N21	-7	16

Quoted at random: 3 records from the list
Compound	H9c2 TAG inh	H9c2 TAG inh DAPI viability
COc1ccc(S(=O)(=O)NCC(c2ccc(F)cc2)N2CCN(C)CC2)cc1 (configuration not stated)	10	-5
COCCNC(=O)C1(C)CCCN(C(=O)c2cccc3ccccc23)C1 (configuration not stated)	1	4
COc1ccc(S(=O)(=O)Nc2nnc(C(C)C)s2)cc1	3	12

Next section.
Compound	H9c2 TAG inh	H9c2 TAG inh DAPI viability
CCOc1ccc(-c2cc(C(=O)NCc3ccccc3)[nH]n2)c(C)c1	-21	16
COc1cc(OC)cc(C(=O)N[C@H](C(=O)OCC(=O)NC(=O)NC(C)(C)C)C(C)C)c1	-5	-1
O=C(C1CC(=O)N(c2ccc3c(c2)OCCO3)C1)N1CCN(c2cccc(C(F)(F)F)c2)CC1 (configuration not stated)	-8	-3
CN(C)Cc1c(OC(=O)c2ccc(N)cc2)ccc2ccccc12	-1	10
OCC1(CCc2ccccc2)CCN(Cc2cc(Cl)ccc2O)CC1	-1	12
Cc1cccc(CN2CCN(C(=O)c3ccccc3F)CC2)c1	-16	10
Cc1cc(C2C(C#N)=C(N)SC(N)=C2C#N)c(C)s1	-4	2
CCN1CCc2c(sc(NC(=O)COc3ccccc3)c2C(=O)OC)C1	-19	5
CC(Oc1ccccc1F)c1ccnc2nc(/N=C/N(C)C)nn12 (configuration not stated)	-11	3
COc1ccc(C2CC(c3ccccc3Cl)=NN2c2ccc(S(N)(=O)=O)cc2)cc1 (configuration not stated)	-16	179
CCc1ccc(OCC(=O)O/N=C(\N)Cc2ccc([N+](=O)[O-])cc2)cc1	-12	5
COc1cc(C(=O)COC(=O)c2ccncc2)cc(OC)c1OC	1	-4
COC(=O)CSc1nc2sc(C)c(C)c2c(=O)n1C	-8	14
COc1ccc(CNc2ncnc3cc(Cl)ccc23)cc1	-39	1
C=CCO/N=C(/C)c1c(O)c(CC)c(-c2ccccc2)n(-c2ccccc2)c1=O	4	-10
CCNC(=O)C1(C)CCN(C(=O)c2cccnc2SC)C1 (configuration not stated)	-13	5
CNC(=O)CN(c1ccc(Oc2ccccc2)cc1)S(=O)(=O)c1ccc(C)cc1	5	9
O=S(=O)(c1ccccc1)N1CCN(Cc2nnc(-c3ccccc3)o2)CC1	7	1
C=CCSC1=NN2CCS(=O)(=O)N=C2S1	9	5
O=C(CNC(=O)c1cccs1)N/N=C/c1c[nH]c2ccccc12	-4	3
CC(=O)Oc1c2occc2cc2ccc(=O)oc12	-7	4
O=C(Nc1nc(-c2cccs2)c(C(=O)C(F)(F)F)s1)c1ccccc1	-2	-4
O=c1c2oc3ccccc3c2[nH]c(=S)n1-c1ccc(F)cc1	5	1
CC(C)c1cccc(-c2csc(C(O)c3ccc(F)cc3)n2)c1 (configuration not stated)	-21	3
COC(=O)c1nnn(CC(=O)Nc2cccc(Cl)c2C)c1C(=O)OC	1	-6

Part of the list above in order of count of non-hydrogen atoms, highest first:
Compound	H9c2 TAG inh	H9c2 TAG inh DAPI viability
COc1ccc(C2CC(c3ccccc3Cl)=NN2c2ccc(S(N)(=O)=O)cc2)cc1 (configuration not stated)	-16	179
C=CCO/N=C(/C)c1c(O)c(CC)c(-c2ccccc2)n(-c2ccccc2)c1=O	4	-10
CCN1CCc2c(sc(NC(=O)COc3ccccc3)c2C(=O)OC)C1	-19	5
COC(=O)c1nnn(CC(=O)Nc2cccc(Cl)c2C)c1C(=O)OC	1	-6
COc1cc(C(=O)COC(=O)c2ccncc2)cc(OC)c1OC	1	-4
COc1ccc(CNc2ncnc3cc(Cl)ccc23)cc1	-39	1
C=CCSC1=NN2CCS(=O)(=O)N=C2S1	9	5
